# miR122 inh – inhibitors of miR-122 in Huh7 cells; Huh7 miR-122 Renilla luciferase sensor, 48 h; neutral wells = 0, positive control = 100; activation (reporter increase), % at 12.5 µM; hit rate 0.3% among 340,000;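 active = mean replicate activation score at least 90 and every replicate individually at or above 90; inconclusive = only one of the two criteria met; inactive = neither criterion met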;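 also: higher luciferase means less miR-122 activity so hits act as miR-122 inhibitors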
# Cneo AK release – causes C. neoformans cell lysis. hit rate 0.2% among 360,000. AID 651654. adenylate kinase release luminescence, 4 h; normalised: neutral wells 0, clomiphene wells 100. lysis activity, % at 15 µM;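 active = mean lysis activity across replicates of at least 80%, whatever share of replicates individually reach that level; inactive = mean lysis activity below 80%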
#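 Material – log-phase Cryptococcus neoformans yeast cells · Input – 5 × 10^6 yeast cells/mL · Medium – fresh YPD growth medium · Doses – single compound concentration per well · Timing – static 4 h at 37 °C with compound, 1 h detection · Detection – adenylate kinase release luminescence · Read-out – signal increase indicating cell lysis · Control set – Clomiphene as positive lysis control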
# Statin myotox sup – suppressors of simvastatin-induced myotoxicity in C2C12 myotubes; ATP luminescence, 48 h; scaled: DMSO 0, geranylgeraniol control 100; rescue of ATP level, % at 7.49 µM; hit rate 0.78% among 330,000; AID 602340;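 active = mean ATP rescue above about 67%, or every replicate alone reaching that limit, limit read from the data, passing the limit was not always enough; inconclusive = no clear call, values can overlap the other calls; inactive = mean under the limit and some replicate under it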;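 also: myotubes were challenged with 10 µM simvastatin during compound exposure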
# ERp5 inh – ERp5 (human) disulfide isomerase inhibition; Q15084; ERp5 insulin aggregation, absorbance 650 nm, 90 min; inhibition, % at 9.99 µM; hit rate 0.05% among 350,000; AID 651711;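 active = mean replicate inhibition above about 25%, with every replicate also reaching it, limit read from the data, passing the limit was not always enough; inconclusive = only one of those two criteria met; inactive = neither criterion met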
# Target sequence (Q15084 whole entry, looked up): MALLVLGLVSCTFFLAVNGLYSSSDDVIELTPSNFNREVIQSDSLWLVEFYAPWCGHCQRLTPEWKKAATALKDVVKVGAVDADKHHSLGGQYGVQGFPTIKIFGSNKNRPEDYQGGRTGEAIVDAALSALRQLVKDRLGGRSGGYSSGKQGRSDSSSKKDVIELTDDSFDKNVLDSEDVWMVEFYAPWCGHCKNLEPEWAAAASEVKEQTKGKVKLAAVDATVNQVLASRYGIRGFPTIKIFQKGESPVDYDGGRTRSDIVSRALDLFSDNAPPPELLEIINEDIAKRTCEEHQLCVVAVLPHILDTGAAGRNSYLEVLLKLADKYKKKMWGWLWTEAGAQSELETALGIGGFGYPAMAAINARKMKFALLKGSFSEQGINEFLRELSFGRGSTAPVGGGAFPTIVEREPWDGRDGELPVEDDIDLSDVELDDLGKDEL
# ARNT TACC3 PPI – disrupts binding between human ARNT and TACC3. Q9Y6A5. AlphaScreen His-ARNT PAS-B/GST-TACC3 binding, luminescence; TACC3 fragment carries E629A point mutation. inhibition, % at 9.99 µM. hit rate 0.66% among 390,000;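 active = mean inhibition of replicates at least 50% and at least half of replicates each reaching 50%; inconclusive = half or more replicates reach 50% but mean below 50%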;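 also: 0% = complete ARNT plus TACC3 wells and 100% = ARNT alone without TACC3; many hits fall short of the cut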
# SIRT5 inh – inhibitors of human sirtuin-5 desuccinylase | Q9NXA8 | Purified SirT5, succinyl-peptide AMC, trypsin-coupled fluorescence | inhibition, % at 15 µM | hit rate 1.1% among 330,000; in the data active = inhibition above about 15%; inconclusive = no clear call, values can overlap the other calls
# Target sequence (Q9NXA8 whole entry, looked up): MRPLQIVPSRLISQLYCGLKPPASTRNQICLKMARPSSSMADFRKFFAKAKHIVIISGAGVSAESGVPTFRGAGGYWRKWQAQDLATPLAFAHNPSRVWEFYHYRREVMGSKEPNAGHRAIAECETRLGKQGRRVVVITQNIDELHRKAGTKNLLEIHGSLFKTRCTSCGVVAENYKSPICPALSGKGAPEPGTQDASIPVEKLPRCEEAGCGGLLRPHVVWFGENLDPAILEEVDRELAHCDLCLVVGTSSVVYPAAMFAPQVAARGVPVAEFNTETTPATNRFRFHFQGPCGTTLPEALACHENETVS
# esBAF inh – SWI/SNF esBAF complex inhibition; hit rate 2% among 350,000; mouse ES cells, Bmi1-luciferase knock-in reporter, 24 h; 100% = twice the neutral-well signal; reporter increase, % at 12.5 µM; in the data active = activation above about 40%; inconclusive = no clear call, values can overlap the other calls;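 also: 0% = median of the plate's neutral control wells and 100% = double that signal; a rise in the Bmi1 reporter signal indicates esBAF inhibition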
# Numbers without * were called inactive; ? = inconclusive; . = no result given; [ ] = remark or other dose.
item	Compound	miR122 inh	Cneo AK release	Statin myotox sup	ERp5 inh	ARNT TACC3 PPI	SIRT5 inh	esBAF inh
1	COc1ccc(S(=O)(=O)N2CCCC(C(=O)NCC3CCCO3)C2)cc1OC (configuration not stated)	2	0	5	1	8	0	-4
2	CN(C)C(=O)[C@@H]1[C@@H](CO)[C@@H]2Cn3c(cccc3=O)[C@H]1N2CC1CCCCC1	-3[16.7 µM]	3	-16	-2	11	0	-2
3	Cc1ccc(C)c(S(=O)(=O)N2CCN(C(=O)[C@@H]3CCCN3C(=O)c3cccs3)CC2)c1	3	1	1	0	.	-2	0
4	COc1ccc(NC(=O)Nc2ccc3c(c2)C(=O)N([C@H](C)CO)C[C@@H](C)[C@H](CN(C)Cc2ccc(C(F)(F)F)cc2)OCCCC[C@@H](C)O3)cc1	-2[16.7 µM]	-2	-205	-11	-1	6	3
5	O=C(COC(=O)c1ccc(S(=O)(=O)NCc2ccco2)cc1)Nc1ccc(OC(F)F)cc1	10	4	-10	.	4	.	-1
6	CN1/C(=C\C(=O)c2cccc([N+](=O)[O-])c2)Sc2ccccc21	-6	0	-43	5	.	-2	75*
7	C[C@H](CO)N1C[C@H](C)[C@@H](CN(C)Cc2cccc(C(=O)O)c2)Oc2cc(C3=CCCCC3)ccc2S1(=O)=O	44[16.7 µM]	-9	12	0	-3	7	-1
8	COc1ccc(NC(=O)N(C)C[C@@H]2Oc3ccc(NS(=O)(=O)c4ccc(Cl)cc4)cc3CC(=O)N([C@H](C)CO)C[C@H]2C)cc1	0[16.7 µM]	-2	-21	7	12	-5	-2
9	O=C(Cn1ncc(Cl)c(Cl)c1=O)N1CCc2ccccc21	.	.	.	2	-29	-2	.
10	O=C(NCCOc1ccccc1F)Nc1ccc(Br)cc1	.	.	.	-6	-2	0	.
11	Cc1oc(-c2ccccc2Cl)nc1CS(=O)(=O)CC(=O)NC1CCCC1	.	-1	1	-6	-2	1	-4
12	C/C(N)=C(/C#N)C(=O)CSc1nc2ccc(C)cc2[nH]1	11	-5	-31	.	-3	.	18
13	CO[C@@H]1CN(C)C(=O)c2ccc(NC(C)=O)cc2OC[C@H](C)N(C(=O)Cc2cccnc2)C[C@H]1C	.	-8	-5	4	7	-1	0
14	Clc1ccc(NCc2nnc3n2CCCCC3)cc1	.	9	-9	.	2	.	-1
15	Cc1cnc(NC2=NCCC2)s1	.	.	.	3	-5	-4	.
16	O=c1[nH]c(=O)c2nc3ccccc3nc2[nH]1	-8	1	-1	-3	-1	.	-1
17	CC(=O)c1cc2c(cc1NC(=O)CN1CCCCCCC1)OCO2	7	-1	.	.	2	.	.
18	CCC(=O)N1CCCCN2[C@H](C1)[C@@H](c1ccc(C#Cc3ccccc3F)cc1)[C@@H]2CO	11[16.7 µM]	-2	-31	-1	-6	-3	-5
19	CCCc1nc2ccc(C(=O)OC)cn2c1Cc1ccccc1C(F)(F)F	3	14	6	14	.	-2	-2
20	COC(=O)c1ccc(NC(=O)c2snnc2-c2ccccc2)cc1	.	.	.	2	19	0	.
21	COC(=O)[C@H]1[C@H](CO)[C@H]2Cn3c(ccc(C4=CCCCC4)c3=O)[C@H]2N1C(=O)C1CCC1	-4[16.7 µM]	-1	-13	-6	0	-12	0
22	Cc1cccc(C)c1NC(=O)CCCCCC1NC(=O)NC1C (configuration not stated)	-4	0	1	1	18	-1	5
23	O=C(C[C@H]1CC[C@H]2[C@@H](COC[C@@H](O)CN2S(=O)(=O)c2ccccc2Cl)O1)NCc1ccccc1Cl	-1[16.7 µM]	-1	4	9	8	1	-3
24	COc1ccc(C(=O)CSc2ccc3nnc(-c4cccnc4)n3n2)cc1	.	.	.	4	1	-3	.
25	CNC(=O)c1c(NC(=O)c2nc3ccccc3s2)sc2c1CCC2	-1	1	-28	.	.	.	75*
26	Cc1c(-c2cc(C(=O)O)c3ccccc3n2)cnn1C	4	0	4	?	-5	-14	-1
27	Cc1ccc(-n2c(Cl)c(Cl)[nH]c(=O)c2=O)cc1	1	1	.	.	0	.	.
28	COc1cc(CN2CCNC(=O)C2CC(=O)N2CCCO2)cc(OC)c1 (configuration not stated)	-4	.	1	5	.	-6	-2
29	O=C(COc1ccc(NC(=O)c2ccccc2)cc1)c1ccccc1	1	1	6	-1	-17	1	7
30	O=C(CCCCCBr)N1CCC(CC2CC(c3ccc(Cl)cc3)=NO2)(C(=O)NCC2CCCCC2)CC1 (configuration not stated)	-2	2	23	3	-5	0	3
31	O=C(Nc1nnc(-c2ccc(F)cc2)s1)c1ccco1	.	0	2	5	-6	-1	46*
32	CN(CC(=O)Nc1ccccc1Cl)C(=O)Cn1cc(C(F)(F)F)cc(Cl)c1=O	-2	4	-8	4	-3	0	4
33	Cc1cccc(C)c1NC(=O)CSc1nc(C2CC2)nc2ccccc12	2	3	-10	1	0	1	9
34	Cc1ccc(OCC(O)CN2CCN(CC(O)COC(C)C)CC2)c(C(C)(C)C)c1 (configuration not stated)	-1	0	-25	.	-1	.	4
35	C[C@H]1CN([C@@H](C)CO)C(=O)c2cc(NC(=O)Nc3ccc(F)cc3)ccc2O[C@H]1CN(C)C(=O)NC1CCCCC1	-5[16.7 µM]	-2	-13	-2	-4	-1	-9
36	CCn1c(SCC(=O)c2ccc(O)c(O)c2)nnc1-c1ccc(C)cc1	3	.	7	.	-6	.	-7
37	C=CCN=C(NC#N)SCc1ccccc1Cl	1	0	.	.	.	.	-13
38	COc1ccccc1-c1ccc2c(c1)O[C@H](CN(C)C(=O)c1ccncc1)[C@@H](C)CN([C@H](C)CO)S2(=O)=O	2[16.7 µM]	1	-11	-10	-4	-2	-1
39	COc1ccc(NC(=O)Nc2ccc3c(c2)C(=O)N([C@H](C)CO)C[C@H](C)[C@@H](CN(C)Cc2ccc(C(=O)O)cc2)O3)cc1	-4[16.7 µM]	4	.	-9	-5	-7	6
40	N#Cc1ccc(/C=C2\CCn3c2nc2cc(C(=O)O)ccc2c3=O)cc1	-4	0	-4	1	5	-11	-5
41	COc1cc(C(=O)NC2CC3CCCC(C2)N3C2CC2)cc(OC)c1OC (configuration not stated)	33	2	.	.	4	.	11
42	Cc1cccc(Nc2nc(N)c([N+](=O)[O-])c(N3CCC(C)CC3)n2)c1	13	0	.	6	6	-2	.
43	Cc1cc(C)cc(N(C(=O)c2csnn2)C(C(=O)NC2CCCC2)c2cccnc2)c1 (configuration not stated)	-1	0	7	-3	-21	5	-1
44	COCCNC(=O)Cn1c(=O)n(CCCC(=O)NCc2ccc3c(c2)OCO3)c(=O)c2sccc21	.	3	-1	1	2	-5	-7
45	COc1cc2c(cc1OC)CN(CC(=O)Nc1ccc(C#N)cc1)CC2	-4	.	1	.	19	.	0
46	CCC(CC)c1nnc(NC(=O)c2ccc(N3CCCCC3)c([N+](=O)[O-])c2)s1	.	.	.	7	5	-2	.
47	O=C(Cc1c(F)cccc1Cl)OCC(=O)c1ccc[nH]1	-7	.	-3	12	.	-3	28
48	CC(C)=CCC/C(C)=C/CNC(=O)C[C@H]1C[C@H](C(=O)N2CCCCC2)[C@@]2(CCc3ccccc3)c3[nH]c4cc(-c5ccco5)ccc4c3CCN2C1=O	-2	1	8	.	-5	.	1
49	CCCCOC(=O)C1=C(C)Nc2ncnn2C1c1ccc(OC)c(OC)c1OC (configuration not stated)	4	4	-5	.	-6	.	1
50	Cc1ccc(-c2cc(C(F)F)n3ncc(C(=O)Nc4c(C)nn(Cc5ccccc5Cl)c4C)c3n2)cc1	1	0	80*	.	4	.	-2
51	O=C(C[C@@H]1C[C@@H]2c3cc(NC(=O)Nc4ccc(C(F)(F)F)cc4)ccc3O[C@@H]2[C@H](CO)O1)NCc1cccnc1	2[16.7 µM]	-10	9	-1	1	-3	1
52	CC/C(=N\NC(=O)c1cc(C2CC2)[nH]n1)c1ccccc1	-2	-1	-1	-13	-3	-2	56*
53	C[C@H](CO)N1C[C@H](C)[C@@H](CN(C)Cc2ccccc2F)Oc2cc(C#CC3CC3)ccc2S1(=O)=O	89[16.7 µM]	3	-25	-3	16	9	3
54	O=C(Nc1ccccc1)c1cc(C2CCCCN2S(=O)(=O)c2ccc(F)cc2F)on1 (configuration not stated)	-6	-2	-5	2	.	.	11
55	S=C(NN=C1CCN(Cc2ccccc2)CC1)NC1CCCCC1	14	29	-5	2	2	-7	-2
56	O=C(Cc1cccs1)NC1CCCC1	.	.	.	2	-1	-3	.

# Continuation.
item	Compound	miR122 inh	Cneo AK release	Statin myotox sup	ERp5 inh	ARNT TACC3 PPI	SIRT5 inh	esBAF inh
57	NC(=S)NNc1ccnc2cc(Cl)ccc12	.	.	.	-2	8	-4	.
58	O=C(c1ccc(COc2ccc3c(c2)CCC3)o1)N1CCN(c2ccccc2)CC1	2	1	45	-5	-11	-6	14
59	O=S(=O)(c1ccccc1F)N1CCN(C(=S)NCc2ccccc2)CC1	.	.	.	-3	-2	-3	.
60	CCOC(=O)N1CCC(N2C(=O)c3ccccc3C2Nc2c(C)cccc2C)CC1 (configuration not stated)	1	0	20	6	-3	-6	-6
61	NC(=O)C1CCN(C(=O)c2ccccc2SCC(=O)NCC2CCCCC2)CC1	.	-3	10	5	-1	0	2
62	O=C(NCc1ccc2c(c1)OCO2)C1CCC(CNS(=O)(=O)c2ccc(Cl)cc2)CC1 (configuration not stated)	.	.	.	-3	9	0	.
63	CN(C)C(=O)C[C@H]1CC[C@@H]2[C@H](COc3ccc(NC(=O)C4CC4)cc3C(=O)N2C)O1	59[16.7 µM]	4	20	-4	3	14	3
64	O=C(CBr)Nc1c2c(nn1-c1ccccc1)CSC2	-3	2	2	5	11	-5	21
65	OC(c1cccc(Cl)c1)c1nc(-c2ccccc2)cs1 (configuration not stated)	-1	-1	38	-6	.	.	5
66	N=C1C(c2ccccc2)=C(O)CN1c1ccc2c(c1)OCO2	-3	0	10	3	-18	1	1
67	O=C(NCc1ccc(F)cc1)c1cc2c(s1)CS(=O)(=O)C2	-3	0	-4	3	-28	-8	-4
68	CC1=CC(C)(C)N(C(=O)CN2C(=O)CCC2=O)c2ccccc21	.	.	.	-3	2	-2	.
69	CN1c2ccccc2SC2C(c3ccccc3)=NOC21 (configuration not stated)	0	-5	-1	-3	.	-1	7
70	COc1cc(/C=C/C(=O)c2c(O)cc(C)oc2=O)cc(OC)c1O	-2	0	8	.	30	.	12
71	CCOC(=O)Cn1c(=O)c2c(nc3n2CCCCN3c2ccc(OCC)cc2)n(C)c1=O	-7	-2	2	3	-8	-4	-1
72	O=C(CN1CC(=O)Oc2ccccc21)OCC(=O)c1ccc(Br)cc1	1	1	15	.	71*	.	7
73	COc1ccc(C2C(C)C3(O)CC(C#N)(C(=O)N3)C2(C#N)C#N)cc1 (configuration not stated)	.	.	.	2	-11	0	.
74	CN(C)CC(=O)Nc1ccc2c(c1)[C@@H]1C[C@@H](CC(=O)NC3CCCC3)O[C@@H](CO)[C@@H]1O2	-2[16.7 µM]	-2	-2	-4	-2	-2	8
75	CCN1C(=O)c2cccc3c(NC(=O)C(C)(C)C)ccc1c23	5	0	4	.	0	.	4
76	O=C(CN1CCOCC1)Nc1ccccc1Cl	-5	-1	0	.	-1	.	-8
77	COc1cccc(NS(=O)(=O)c2cc3c(cc2C)N(C)CCO3)c1	23	-1	6	-7	-2	0	14
78	CC(C)Cc1cc(C(=O)NCCc2ccccc2)no1	6	-1	0	-5	-10	4	17
79	CCOC(=O)C1(CCOC)CCN(C(=O)Cc2ccc3ccccc3c2)CC1	0	-2	26	0	-2	-4	14
80	COc1ccc(/C=C/C(=O)O/N=C(\N)c2ccccc2)cc1OC	-1	-7	.	0	7	2	.
81	COc1ccc2oc(C(F)(F)C(F)(F)F)cc(=O)c2c1	3	2	.	.	0	.	.
82	CCOC(=O)c1c[nH]c2nc(C)ccc2c1=O	.	.	.	4	-2	-6	.

# Bioassay records: PubChem BioAssay, Broad Institute
